# ADAM17 inh: ADAM17 inhibitors, primary screen, biochemical, QFRET. 370,000 tested, 0.83% active. inhibition, % at 6.95 µM. AID 720648, 2013. recombinant ADAM17, EDANS/DABCYL FRET peptide cleavage;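 active = inhibition above the mean of compounds lying between control limits plus 3 SD, set per campaign, cut at about 8.5% in these data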;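 note: 0% = DMSO-only wells as the low control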
# TDP2 inh: human TDP2 enzyme inhibitors, primary screen, biochemical, epi absorbance, recombinant enzyme | Tyrosyl-DNA phosphodiesterase 2 (Homo sapiens), O95551 | T5PNP hydrolysis, p-nitrophenol absorbance 415 nm | inhibition, % at 12.8 µM | 370,000 tested, 0.34% active | AID 720702, 2013;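 active = inhibition above the mean of all tested compounds plus 3 SD, set per campaign, cut at about 25% in these data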;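 note: 0% = DMSO with enzyme and 100% = buffer with substrate but no TDP2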
# Target sequence (O95551 whole entry, looked up): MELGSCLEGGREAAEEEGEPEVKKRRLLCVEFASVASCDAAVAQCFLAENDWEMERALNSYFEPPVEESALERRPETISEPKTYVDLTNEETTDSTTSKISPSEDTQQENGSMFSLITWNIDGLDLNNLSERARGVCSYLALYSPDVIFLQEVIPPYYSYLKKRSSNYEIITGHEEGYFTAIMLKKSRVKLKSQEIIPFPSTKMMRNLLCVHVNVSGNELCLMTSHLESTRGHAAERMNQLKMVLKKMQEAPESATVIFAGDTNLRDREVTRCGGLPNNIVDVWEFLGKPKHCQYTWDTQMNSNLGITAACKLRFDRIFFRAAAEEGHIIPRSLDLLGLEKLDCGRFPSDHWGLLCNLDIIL
#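 Evaluation: % inhibition relative to enzyme-containing and enzyme-free wells. Material: recombinant human TDP2. Benchmarks: enzyme-free and DMSO wells. Timing: enzyme reaction with compound for 2 h at 37 °C. Compound dosing: 12.8 µM only. Measured by: p-Nitrophenol epi absorbance. Reagent: T5PNP substrate at 5 mM, a TopII-DNA adduct mimic. Replication: single well per compound.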
# DDE Tn6 FP inh: inhibitors of Tn6 peptide binding to fibrin DD(E), primary screen, biochemical, fluorescence polarization, human fibrin, Tn6 probe; Fibrinogen beta chain (Homo sapiens), P02675; Fibrin DD(E) TRITC-Tn6 fluorescence polarization displacement; inhibition, % at 8.3 µM; 370,000 tested, 0.21% active;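 active = inhibition above a per-campaign cutoff: mean of compounds within control limits plus 3 SD, cut at about 15% in these data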;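 note: 0% = median of all compound wells on the plate and 100% = blocking peptide control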
# PLCb3 inh: human PLC-beta3 inhibitors, primary screen, biochemical, fluorescence | 1-phosphatidylinositol 4,5-bisphosphate phosphodiesterase beta-3 (Homo sapiens), Q01970 | Purified PLC-beta3, fluorogenic substrate | inhibition, % at 12.2 µM | 370,000 tested, 0.18% active | AID 720704, 2013; in the data active = inhibition above about 11%;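 note: 0% = median of compound wells on plate and 100% = full blocker control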
# ASAP1 GAP inh: inhibitors of human ASAP1 ArfGAP activity, primary screen, biochemical, fluorescence polarization; 360,000 tested, 0.19% active; ASAP1-stimulated ARF1 GTP hydrolysis, GDP FP detection; inhibition, % at 16.5 µM; in the data active = inhibition above about 25%;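 note: 0% = vehicle with enzyme and substrate and 100% = no enzyme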
# ADAM10 inh: human ADAM10 inhibitors, primary screen, biochemical, QFRET, HTS | inhibition, % at 7 µM | 370,000 tested, 0.62% active | Disintegrin and metalloproteinase domain-containing protein 10 (Homo sapiens), O14672 | recombinant ADAM10, EDANS/DABCYL FRET peptide cleavage, 3 h;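 active = inhibition above a per-campaign cutoff equal to the mean of compounds falling between control-based bounds plus 3 SD, cut at about 20% in these data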;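 note: 0% = DMSO wells while the 100% control is not disclosed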
# Target sequence (O14672 214-748 limits assumed): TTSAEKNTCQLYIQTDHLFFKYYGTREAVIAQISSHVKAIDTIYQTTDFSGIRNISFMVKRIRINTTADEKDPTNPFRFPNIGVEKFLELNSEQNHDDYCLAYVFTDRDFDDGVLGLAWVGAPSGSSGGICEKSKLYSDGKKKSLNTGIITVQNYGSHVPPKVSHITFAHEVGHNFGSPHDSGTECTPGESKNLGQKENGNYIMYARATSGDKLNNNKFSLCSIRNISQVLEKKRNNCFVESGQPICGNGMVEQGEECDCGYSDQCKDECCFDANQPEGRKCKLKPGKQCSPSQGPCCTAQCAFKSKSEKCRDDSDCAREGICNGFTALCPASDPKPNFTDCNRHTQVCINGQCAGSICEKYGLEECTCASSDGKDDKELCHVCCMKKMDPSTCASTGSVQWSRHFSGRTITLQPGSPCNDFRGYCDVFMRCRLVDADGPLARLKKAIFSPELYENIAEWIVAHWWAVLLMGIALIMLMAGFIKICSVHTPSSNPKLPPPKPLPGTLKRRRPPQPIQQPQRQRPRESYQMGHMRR
# SIAE inh: human SIAE inhibitors, primary screen, biochemical, fluorescence polarization, FP-Rh probe, 1536-well HTS; SIAE FP-Rh probe binding; inhibition, % at 9.66 µM; 370,000 tested, 0.69% active;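 active = inhibition above a cutoff: mean of compounds within the control limits plus 3 SD of those, cut at about 17% in these data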;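 note: 0% = plate median of compound wells and 100% = probe without SIAE protein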
# DDE Tn7 FP inh: inhibitors of Tn7 peptide binding to fibrin DD(E), primary screen, biochemical, fluorescence polarization, human fibrin, Tn7 probe | FP displacement of FITC-Tn7 peptide from fibrin DD(E); 0% = median of compound wells per plate | inhibition, % at 8.3 µM | 370,000 tested, 0.13% active | AID 720508, 2013;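 active = inhibition above the mean of compounds falling within the control limits plus 3 SD of them, cut at about 14% in these data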;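 note: 0% = plate median of compound wells and 100% = 10 µM Aha-Tn7 peptide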
#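 system = human fibrin DD(E) protein | quantity = DD(E) 2 µM final | medium = Tris/NaCl/CaCl2 buffer, pH 7.8 | also added = labelled Tn7 tracer, 0.1 µM | compound dosing = single point at 8.3 µM | timing = compound with protein 10 min, then 3 h after probe, room temperature | signal = FP measurement | benchmarks = Aha-Tn7 high control | repeats = one replicate per compound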
# ARFGAP1 inh: inhibitors of rat ARFGAP1 GAP activity, primary screen, biochemical, fluorescence polarization, GDP tracer; ADP-ribosylation factor GTPase-activating protein 1 (Rattus norvegicus), Q62848; Arfgap1-stimulated ARF1 GTP hydrolysis, GDP FP detection; inhibition, % at 16.5 µM; 360,000 tested, 0.26% active;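 active = inhibition above a per-plate limit, mean inhibition of low control wells plus 3 SD, cut at about 25% in these data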;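 note: 0% = DMSO wells with enzyme and 100% = wells lacking Arfgap1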
# Target sequence (Q62848 1-136 limits assumed): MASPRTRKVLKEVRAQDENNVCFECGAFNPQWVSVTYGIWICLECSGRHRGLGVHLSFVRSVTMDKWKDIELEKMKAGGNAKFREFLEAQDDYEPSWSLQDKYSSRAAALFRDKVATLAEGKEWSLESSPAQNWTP
#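 Material: truncated rat Arfgap1 GAP domain; Incubation: compound-enzyme preincubation 20 min, reaction 120 min, detection 60 min, 25 °C; Read-out: percent inhibition of Arfgap1-stimulated GTP hydrolysis; Technique: FP, GDP Alexa 633 tracer displaced from anti-GDP antibody, 620/688 nm; Controls: No-Arfgap1 wells (100%) versus DMSO full-reaction wells (0%); Replication: single well per compound.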
# PLCg1 inh: PLC-gamma1 enzyme inhibitors, primary screen, biochemical, fluorescence, purified enzyme; 370,000 tested, 0.84% active; inhibition, % at 12.2 µM; 1-phosphatidylinositol 4,5-bisphosphate phosphodiesterase gamma-1 (Homo sapiens), P19174; fluorogenic substrate; in the data active = inhibition above about 9.5%
# Numbers without * were called inactive; . = no result given.
SMILES,ADAM17 inh,TDP2 inh,DDE Tn6 FP inh,PLCb3 inh,ASAP1 GAP inh,ADAM10 inh,SIAE inh,DDE Tn7 FP inh,ARFGAP1 inh,PLCg1 inh
COc1ccc([C@H]2OC(=O)C[C@@H]2C(=O)N2CCN(c3ccccc3Cl)CC2)cc1OC,-0.9,3.1,8.5,-2.3,.,-5.1,-1.4,-0.6,.,-4.0
Cn1c(=O)cc(N2CCc3ccccc32)[nH]c1=O,-4.5,9.5,-1.3,-3.9,2.0,-8.9,1.6,4.2,2.3,-3.3
COc1cccc(CN2CCN(Cc3ccc(C)o3)CC2CCO)c1 (stereo not drawn),-6.9,6.7,0.6,-20.6,-0.3,-2.9,8.1,-4.1,-5.1,0.3
COCCN(CCOC)C(=O)c1sc2nc(-c3ccccc3)cn2c1C,-1.6,3.7,-2.5,-0.1,-4.3,-4.8,-10.9,-0.9,-12.1,6.0
CN(C(=O)c1ccco1)c1nc(CC(=O)Nc2ccccc2)cs1,-0.2,2.5,1.4,2.0,-0.9,5.4,-1.4,4.5,-7.4,4.5
Cc1ccc(OC(=O)c2ccccc2)cc1C,-2.3,4.7,-5.0,1.2,7.1,-0.9,-2.2,1.3,-7.5,0.8
CN(C)CCCNC(=O)CCc1nc2ccccc2c(=O)[nH]1,1.5,3.8,8.7,1.6,0.3,3.1,2.5,-2.8,9.9,3.6
O=C(CC[C@H]1O[C@@H](n2ccc(=O)[nH]c2=O)[C@H](O)[C@@H]1O)NCC(c1ccccc1)c1ccccc1,-0.4,1.4,-6.6,4.8,3.0,2.3,-2.6,1.6,7.2,3.1
COc1ccc(C(CNC(=O)c2cccc(S(=O)(=O)Nc3ccc(F)cc3)c2)N2CCCC2)cc1 (stereo not drawn),-5.2,0.8,-2.4,-7.8,8.3,0.9,-0.6,-2.3,1.7,-3.3
COc1ccccc1/C=C1/C(=O)ON=C1C,-4.0,-3.2,-2.7,-4.7,3.1,-4.5,-2.3,1.6,15.0,1.3
CNC(=O)[C@@]1(Cc2ccccc2)C=C[C@@H](C)N1C(=O)OC,-3.6,-4.2,3.4,1.9,-3.6,-3.5,-7.7,4.0,-3.0,3.5
O=C(NC1CCCCC1)C(c1ccncc1)N(C(=O)c1csnn1)c1ccc(F)cc1 (stereo not drawn),-0.4,22.6,3.1,-2.7,1.6,0.2,-1.9,-2.9,-0.1,1.5
COc1cc(CNCCc2ccc(F)cc2)ccc1OCc1ccc(Cl)nc1,5.8,-14.3,1.3,5.0,-0.8,9.8,-0.8,-2.4,9.2,6.9
O=C(CN1CCC(NC(=O)Nc2ccccc2)CC1)Nc1ccccc1F,-4.6,7.3,-2.6,-7.3,-10.2,4.8,-3.4,2.8,-0.3,-1.3
CCCN(Cc1nnc(-c2ccccc2Cl)o1)C(=O)c1cc2ccccc2o1,-2.8,-2.1,8.2,-6.9,8.1,-0.9,-1.3,7.9,-12.6,0.1
CC1CCCCC1NC(=O)CSC1=Nc2ccccc2C2CC=NN12 (stereo not drawn),-4.2,-15.1,-0.9,-13.7,7.6,0.4,8.4,1.2,-4.8,4.2
Cc1cc(C)n(-c2nnc(C)n2/N=C/c2ccco2)n1,-4.9,-3.9,4.9,0.1,1.6,-2.9,4.7,-2.2,6.5,1.8
CC1CCN(C(=O)C2CCN(S(=O)(=O)c3ccc(-n4cnnn4)cc3)CC2)CC1,1.4,-7.5,10.1,-3.2,4.1,4.1,5.3,-6.5,15.1,4.1
COc1ccc(/C(O)=C2/C(=O)C(=O)N(CC3CCCO3)C2c2cccc(OC)c2)cc1 (stereo not drawn),-3.1,8.4,2.4,3.9,4.9,5.3,-2.5,-5.0,4.9,1.2
CSc1cccc(NC(=S)Nc2ccc(F)cc2)c1,-3.5,-6.9,-9.1,-3.1,3.0,-2.7,3.2,1.2,-3.8,0.4
Cc1ccc(CONC(=O)c2ccccc2Cl)cc1,-1.9,8.5,3.5,0.4,-0.6,-6.0,2.9,4.2,0.6,0.8
COc1ccc(NC(=O)Nc2c[nH]c(=O)[nH]c2=O)cc1OC,1.5,-5.2,2.0,-2.0,-8.7,3.2,-2.4,6.5,0.6,6.7
COc1cccc(S(=O)(=O)Nc2cccc(C(=O)N3CCCCCC3)c2)c1,0.4,-7.2,0.1,3.8,0.8,-3.9,10.2,5.2,-3.0,-0.6
C/C(N)=C(/C#N)C(=O)COC(=O)COc1ccc(Cl)cc1C,1.5,-17.6,-5.9,1.5,1.7,2.7,9.2,2.2,-2.2,0.4
O=S(=O)(c1ccccc1)N1CCN=C1SCc1cccnc1,1.1,5.0,4.3,4.1,11.2,2.3,1.9,-4.7,3.2,1.4
C/C(=N\Nc1ccc(S(=O)(=O)N2CCCCC2)cn1)c1cccc(Br)c1,3.9,1.4,-6.2,-23.5,-4.6,6.5,-15.8,4.2,20.1,-9.9
COC(=O)/C=C/CSC1=N/C(=C/c2ccc(-n3cncn3)cc2)C(=O)N1,-2.2,-6.2,11.6,-4.1,-1.7,1.2,-1.9,7.4,7.4,0.4
COc1cc(/C=C/C(=O)OCC(=O)N2CCC(C)CC2)ccc1OCC#N,-21.8,6.8,2.5,-38.4,-5.2,-93.5,-1.9,-2.9,12.6,-33.3
NC(=O)CC(NC(=O)c1ccc(Br)cc1)c1ccc(NCCc2ccc(F)cc2)c([N+](=O)[O-])c1 (stereo not drawn),0.6,-6.1,0.0,3.6,-8.2,-7.2,-5.6,-1.0,8.3,5.6
CC1Cc2cc(/C(O)=C3/C(=O)C(=O)N(CCCN4CCOCC4)C3c3ccc(C(C)C)cc3)ccc2O1 (stereo not drawn),-1.6,-7.5,1.7,-17.9,3.7,-5.6,-2.1,3.3,7.3,-6.0
COc1cc(C(=O)NC2CCN(C)CC2)ccc1Nc1ncc2c(n1)N(Cc1ccccc1)CCC(=O)N2C,-0.7,4.6,2.3,3.3,-3.1,0.1,1.0,8.2,7.0,-0.6
O=C(Nc1ccccc1)c1ccc2nsnc2c1,-4.2,13.2,-2.9,0.7,-7.6,-4.5,8.0,-0.9,16.5,0.9
C=CCN1C(=O)c2ccc(C(=O)N3CCN(S(=O)(=O)c4cccc([N+](=O)[O-])c4)CC3)cc2C1=O,-3.5,4.5,-4.7,-5.1,-2.0,-0.1,1.4,0.4,5.5,0.8
O=C1CCCN2N=C(SCC(=O)Nc3nccs3)SC2=N1,-1.3,4.2,0.3,4.0,5.5,-6.8,3.1,-0.1,-4.4,-1.1
CCC1CCC(C(=O)NC(C(=O)NCCN2CCOCC2)C(C)C)CC1 (stereo not drawn),0.7,-4.8,1.9,-3.6,9.5,4.4,-2.8,-4.0,6.0,2.4
CCN=c1sc(C(=O)NCCc2ccccc2)cc(=O)n1CC,-1.3,0.2,-0.8,0.0,-7.8,0.3,1.6,5.9,-4.1,0.7
Cc1cc(CN(C)C(=O)CC2C(=O)NCCN2Cc2c(F)cccc2Cl)n[nH]1 (stereo not drawn),-7.5,-2.4,6.5,-14.9,4.2,-16.3,2.7,-0.5,7.2,-14.2
CCN(CC)CCNC(=O)CCc1nn(C)c(=O)c2ccccc12,-1.9,3.9,-5.1,-4.2,-10.0,-4.2,-0.1,3.7,1.8,0.8
CSc1nc2c(c(=O)[nH]c(=O)n2C)n1Cc1ccc(Cl)cc1,-0.2,-3.8,-7.2,-2.6,1.8,1.7,3.2,-2.8,-1.2,1.6
Nn1c(SCc2cccc(F)c2)nnc1-c1ccncc1,-3.0,0.9,4.7,-6.1,2.8,-5.0,-0.4,6.3,-5.5,-1.3

# Record cards, from the list above. Screens in order: ADAM17 inh | TDP2 inh | DDE Tn6 FP inh | PLCb3 inh | ASAP1 GAP inh | ADAM10 inh | SIAE inh | DDE Tn7 FP inh | ARFGAP1 inh | PLCg1 inh
# NC(=O)CC(NC(=O)c1ccc(Br)cc1)c1ccc(NCCc2ccc(F)cc2)c([N+](=O)[O-])c1 (stereo not drawn) in the list: 0.6 | -6.1 | 0.0 | 3.6 | -8.2 | -7.2 | -5.6 | -1.0 | 8.3 | 5.6
# COC(=O)/C=C/CSC1=N/C(=C/c2ccc(-n3cncn3)cc2)C(=O)N1 in the list: -2.2 | -6.2 | 11.6 | -4.1 | -1.7 | 1.2 | -1.9 | 7.4 | 7.4 | 0.4
# CSc1nc2c(c(=O)[nH]c(=O)n2C)n1Cc1ccc(Cl)cc1 in the list: -0.2 | -3.8 | -7.2 | -2.6 | 1.8 | 1.7 | 3.2 | -2.8 | -1.2 | 1.6

# Additional compounds follow.
SMILES,ADAM17 inh,TDP2 inh,DDE Tn6 FP inh,PLCb3 inh,ASAP1 GAP inh,ADAM10 inh,SIAE inh,DDE Tn7 FP inh,ARFGAP1 inh,PLCg1 inh
CCOc1ccccc1/C=C(/NC(=O)c1ccccc1)C(=O)NCC(=O)O,-4.8,-2.3,7.8,-5.5,-1.6,-1.4,2.3,-2.3,9.5,-5.1
Cc1c(C(=O)O)[nH]c2c1C(=O)CC(c1ccc(C(C)(C)C)cc1)C2 (stereo not drawn),-3.1,-6.8,-3.2,-8.0,7.9,-3.1,7.3,0.9,12.8,1.6
Cc1ccc(-c2nc(C(=O)O)cs2)cc1,-4.5,-5.4,3.6,0.8,3.6,2.7,2.8,4.9,-0.4,-1.6
Cc1cc(Cl)ccc1NC(=O)CSc1nnc(-c2ccncc2)n1Cc1ccco1,-0.2,-8.0,-2.9,-1.8,-3.4,-4.3,-0.7,-7.9,-4.4,-3.7
COc1ccc(-n2c(Cc3cccn3C)nnc2SCC(=O)Nc2ccc(Cl)cc2)cc1,0.3,-0.4,2.3,0.4,-1.4,86.3*,4.5,-3.7,-0.7,-1.3
O=C(OCc1cn(Cc2ccc(F)c(F)c2)nn1)N1CCCC1,2.4,-4.7,3.9,1.0,.,2.7,0.0,1.1,.,1.7
Cc1cccc(-n2c(SCC(=O)O)nc3sc4c(c3c2=O)CCCC4)c1,3.1,-6.8,4.0,-0.6,11.9,0.5,-0.4,-5.3,5.1,2.7

# No enrichment for hits. About 3.6% of those tested had a hit in this group.
